Source: PubChem (several laboratories)
KLF5 inhibitor: KLF5 expression inhibitors, primary screen, DLD-1 cells, luminescence | DLD-1 KLF5 promoter-luciferase reporter | inhibition, % at 5 µM | actives 0.23% (n = 290,000) | AID 1700, 2009;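 active means inhibition above a per-plate limit of that plate's mean compound inhibition plus 3 SD, cut at about 60% in these data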;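 further: 0% = DMSO wells and 100% = LY294002 at 200 µM; higher means less KLF5 promoter-driven luciferase light; inactives centre near -14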
aSyn UTR inh: MLPCN primary screen, SNCA 5' untranslated region; inhibition, % (tested at 7.5 µM); alpha-synuclein 5'UTR reporter, inhibitor activity; actives 0.82% (n = 300,000); in the data active means inhibition above about 60%;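 further: H4 neuroglioblastoma cells stably carrying SNCA 5'UTR luciferase fusion; 0% = DMSO wells and 100% = positive control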
HSF-1 act: HSF-1 activators, primary screen, NIH3T3-HGL cells, MG132 stress, luminescence, single point. actives 1.7% (n = 300,000). AID 504408, 2011. NIH3T3-HGL HSF-1 luciferase reporter, 8 h; 100% = twice DMSO control signal. activation, % at 9 µM;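 active means mean replicate activation of at least 50% with a set share of replicates each reaching 50%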;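 further: 0% = median of the neutral control wells and 100% = twice that signal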
GSK3 alpha inh: blockers of GSK3A enzyme activity – biochemical, luminescence, cell-free homogeneous, HTS, primary screen | Glycogen synthase kinase-3 alpha (Homo sapiens), P49840 | GSK-3 alpha kinase, ADP-Glo luminescence, 60 min | inhibition, % at 10 µM | actives 0.1% (n = 320,000);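 in the data active means inhibition above about 50%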;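 further: GST-tagged GSK-3 alpha with peptide substrate and 25 µM ATP; 0% = DMSO neutral wells and 100% = GW8510 positive control wells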
Target sequence (P49840 whole entry, looked up): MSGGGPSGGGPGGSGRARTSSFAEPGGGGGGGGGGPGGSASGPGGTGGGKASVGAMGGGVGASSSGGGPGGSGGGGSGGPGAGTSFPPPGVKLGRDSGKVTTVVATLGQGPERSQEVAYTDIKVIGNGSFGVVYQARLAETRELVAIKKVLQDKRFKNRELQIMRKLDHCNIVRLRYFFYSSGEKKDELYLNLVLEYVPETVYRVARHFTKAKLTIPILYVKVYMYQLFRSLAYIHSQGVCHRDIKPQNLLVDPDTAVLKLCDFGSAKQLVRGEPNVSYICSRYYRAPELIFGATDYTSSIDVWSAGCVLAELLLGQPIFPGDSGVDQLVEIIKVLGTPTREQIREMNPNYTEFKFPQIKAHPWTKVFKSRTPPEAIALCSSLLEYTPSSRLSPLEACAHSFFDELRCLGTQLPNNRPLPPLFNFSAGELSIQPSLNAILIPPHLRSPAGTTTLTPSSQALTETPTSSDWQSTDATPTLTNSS
IEC-6 cytotox: cytotoxicity in IEC-6 intestinal epithelial cells, primary screen, cytotoxicity control for KLF5 inhibitor project, cell-based, luminescence; AID 1825, 2009; IEC-6 cytotoxicity, luminescence viability; actives 0.78% (n = 290,000); inhibition, % at 5 µM; in the data active means inhibition above about 22%;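 further: 0% = plate median of test compound wells and 100% = cytotoxic reference compound wells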
AI-2 QS mod: Vibrio harveyi AI-2 quorum sensing modulators, primary screen, JMH597 strain, luminescence/OD600 ratio; Vibrio harveyi JMH597 AI-2 luminescence/OD600 ratio, 9 h; stronger effect = lower value; strain lacks LuxN and CqsS sensors; 0 = neutral-control median; activity change, % at 7.5 µM; actives 0.4% (n = 300,000); in the data active means activity change below about -75%, passing the limit was not always enough;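 further: luminescence divided by OD600 gain over 9 h not by final OD600 alone; inactives centre near 13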
PolyA inh: polyadenylation inhibitors in yeast reporter cells, primary screen, luminescence, S. cerevisiae | S. cerevisiae SKY197-pL101 polyadenylation reporter, beta-gal luminescence; efflux-impaired pdr1/pdr3 knockout yeast; score 100 = 6 SD above DMSO | calls only at 12 µM | actives 0.02% (n = 300,000);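 active means lowest replicate activity score at least 50, where 100 means six control SD above control mean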;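 further: yeast exposed to compound for 9 h at 30 °C; higher score means more reporter readthrough which indicates perturbed polyadenylation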
HSP90 inh: HSP90 inhibitors, primary screen, cell lysate, luminescence; Heat shock protein HSP 90 (rabbit reticulocyte lysate; luciferase refolding); Rabbit reticulocyte lysate, luciferase refolding luminescence, 3 h; inhibition, % at 5.6 µM; actives 0.91% (n = 290,000);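 active means inhibition above the screen-wide mean plus 3 SD, computed separately per campaign, cut at about 16% in these data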;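 further: 0% = DMSO wells and 100% = 60 µM geldanamycin wells; inhibitors lower the luminescence because luciferase stays unfolded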
GSK3B inh: human GSK3beta kinase inhibitors, primary screen, biochemical, cell-free homogeneous, HTS | Glycogen synthase kinase-3 beta (Homo sapiens), P49841 | GST-GSK3beta kinase, ADP-Glo luminescence, 60 min; stronger effect = lower value | activity score (negative = inhibition), % at 10 µM | actives 0.038% (n = 300,000) | AID 2097, 2009;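 active means more than half of replicate wells score below -50%, meaning over 50% inhibition versus plate controls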;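 further: 0% = median DMSO wells and -100% = median GW8510 positive control wells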
Target sequence (P49841 whole entry, looked up): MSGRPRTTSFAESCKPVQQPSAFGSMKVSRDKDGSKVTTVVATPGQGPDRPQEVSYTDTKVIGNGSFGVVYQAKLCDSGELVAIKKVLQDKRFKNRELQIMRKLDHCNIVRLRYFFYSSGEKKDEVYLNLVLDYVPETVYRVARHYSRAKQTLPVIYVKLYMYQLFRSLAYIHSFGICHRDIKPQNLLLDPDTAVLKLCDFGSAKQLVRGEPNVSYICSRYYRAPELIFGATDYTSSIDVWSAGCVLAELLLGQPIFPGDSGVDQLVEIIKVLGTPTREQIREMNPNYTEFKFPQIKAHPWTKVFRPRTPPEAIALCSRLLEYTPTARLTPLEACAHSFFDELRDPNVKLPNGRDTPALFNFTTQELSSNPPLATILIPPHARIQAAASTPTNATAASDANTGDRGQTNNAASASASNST
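Assay system: GST-tagged human GSK3beta kinase, cell-free; Input: 1.6 ng GSK3beta; Medium: Tris/MgCl2 kinase buffer; Timing: 60 min enzyme reaction, room temperature; Signal: ADP-Glo luminescence quantifying ADP generated by kinase; Evaluation: score relative to plate controls; Benchmarks: DMSO neutral wells and GW8510 at 20 µM as positive.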
HSF1 inh: HSF1 inhibitors in luciferase reporter cells, primary screen, cell-based, NIH3T3, luminescence | AID 2098, 2009 | NIH3T3-HGL HSE-luciferase, MG132-induced, luminescence 8 h; stronger effect = lower value | activity change, negative = inhibition, % at 7.5 µM (by protocol) | actives 0.77% (n = 300,000);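 active means more than half of replicate wells show activity change below -50%, luminescence cut by over half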;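 further: luciferase reports HSF-1 transcriptional activity via heat shock element; 0% = median of DMSO wells and -100% = zero luminescence signal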
Active calls of the source: *; i = inactive; . = not tested or not shown. Not all compounds are listed, so the mix of outcomes need not match the whole.

Second line of a record – GSK3B inh	KLF5 inhibitor	HSP90 inh	aSyn UTR inh	GSK3 alpha inh	HSF1 inh	PolyA inh	HSF-1 act	IEC-6 cytotox	AI-2 QS mod
1. CC(C)(C)c1ccc(NC(=O)COc2ccc(-n3ccnc3)cc2)cc1
  -1	-39	1	-20	-2	-48	i	-53	-2	20
2. CC(C)c1nnc(NC(=O)c2sc3ccccc3c2Cl)s1
  -2	-83	0	-110	.	33	i	49	3	33
3. CCc1cccc(NC(=O)c2cccc3c2C(=O)N(CC2CCCO2)C3)c1 (stereo unspecified)
  -2	-8	-2	18	1	-2	i	-17	3	18
4. O=C(Nc1ccc2nn(-c3ccccc3)nc2c1)c1ccc2c(c1)OCO2
  3	12	5	-21	-2	1	i	0	-1	12
5. O=C(O)CN1c2cccc3cccc(c23)S1(=O)=O
  -4	-3	-2	14	1	-10	i	-7	1	21
6. Cn1c(=O)c2c(nc(N3CCN(c4ccccn4)CC3)n2Cc2ccc(Cl)cc2Cl)n(C)c1=O
  -2	-5	-4	11	-2	-9	i	-26	-1	-4
7. O=C(CSc1nnc(-c2ccccc2Cl)o1)N1CCCC1
  1	-87	-8	-68	-1	11	i	21	0	14
8. Cc1cc(NS(=O)(=O)c2ccc(NC(=O)CCCOc3ccccc3)cc2)no1
  3	-22	3	-4	-1	-4	i	-3	3	-12
9. Cc1ccc(CN2CCC(N3CCC(C(=O)NCC4CCCO4)CC3)CC2)o1 (stereo unspecified)
  7	-23	-2	-1	0	-5	i	-2	-3	7
10. O=C1C2C3C=CC(C4CC34)C2C(=O)N1/N=C/c1ccc(-c2cccc([N+](=O)[O-])c2)o1 (stereo unspecified)
  3	-14	-3	-19	-3	17	i	21	-6	13
11. Cc1cccc(NC(=O)C(Cc2ccccc2)c2nn[nH]n2)c1C (stereo unspecified)
  2	-2	4	7	-2	-1	i	-3	-4	-2
12. CCOc1ccc(NC(=O)CN(C)C(=O)c2cc(-c3ccncc3)nc3ccccc23)cc1OCC
  1	.	.	19	2	-3	.	-11	.	-8
13. O=C1OC2(CCCCC2)OC(=O)C1=CNc1ccc2c(c1)OCO2
  2	5	3	-83	-7	-1	i	5	-3	3
14. CC1(C(=O)c2ccccc2)C2c3c(ccc4ccccc34)OC(=O)C21C(=O)N1CCOCC1 (stereo unspecified)
  5	-11	-2	-18	-1	-4	i	16	-3	6
15. O=C(Nc1ccccc1)NC1(C(=O)NCc2ccc3c(c2)OCO3)CCCCC1
  -3	-11	5	2	-1	-3	i	0	0	12
16. CCN(CC)S(=O)(=O)c1ccc2oc(C(=O)NC3CC3)c(C)c2c1
  1	-17	0	4	1	9	i	15	-2	29
17. COc1ccc(CC(=O)N(Cc2ccccc2)C(C)C)cc1
  2	-2	3	5	-3	-6	i	-6	-1	1
18. CCOC(=O)c1c(S(=O)(=O)NCC(=O)Nc2cc(C)ccn2)c(C)n(C)c1C
  2	-19	-2	-7	0	-7	i	1	-4	17
19. COc1ccc(CN2CCN(S(=O)(=O)c3ccc(C)cc3)CC2)cc1Br
  0	-44	0	-8	0	-41	i	-56	-5	51
20. Cc1ccccc1C(=O)Oc1ccccc1N1C(=O)C2CC=CCC2C1=O (stereo unspecified)
  1	-36	-5	-14	.	3	i	5	0	13
21. O=C1C(Cc2ccccc2)SC(=Nc2ccccc2)N1c1ccccc1 (stereo unspecified)
  -2	-11	-1	18	0	9	i	1	-6	14
22. CC1CCCC(C)N1C(=O)COC(=O)c1nn(C)c(=O)c2ccccc12 (stereo unspecified)
  0	-20	-1	-5	-17	-6	i	6	1	8
23. Cc1nnc(NCCc2ccccc2)n(N)c1=O
  -6	-18	-3	20	-2	-4	i	-15	1	19
24. CCOC(=O)N1CCC(N2CCCC(C(=O)c3cc(F)ccc3OC)C2)CC1 (stereo unspecified)
  -3	-3	0	-6	1	7	i	9	1	18
25. CCOc1ccccc1N/C(=C(/C(Cl)=C(Cl)Cl)[N+](=O)[O-])n1cncn1
  .	-28	5	.	2	.	.	.	3	.
26. O=S1(=O)CC(N2CCCCC2)C(N2CCCCC2)C1 (stereo unspecified)
  1	-14	4	-25	0	-3	i	0	-1	2
27. CC(=O)Oc1ccc(/C=C2/Oc3ccccc3C2=O)cc1
  8	1	4	-75	-2	5	i	11	4	8
28. O=C1CCCCC1C(Nc1ccc(Cl)cc1)c1ccccc1 (stereo unspecified)
  1	-6	2	-18	.	10	i	33	-2	3
29. Cc1ccc2oc(-c3ccccc3)c(C(=O)O)c(=O)c2c1
  2	-159	2	-41	-1	36	i	30	-8	75
30. C[C@H](NC(=O)C1(c2ccccc2)CCN(C(=O)OC(C)(C)C)CC1)C(=O)N[C@@H](C(=O)O)c1ccccc1
  0	1	-1	2	1	0	i	3	-2	-5
31. COC(=O)C1=C[C@@H](C(=O)OC)[C@@H]2C3=C(C(=O)[C@@]2(C)NC(=O)c2ccccc2)[C@H](c2ccccc2)[C@@H]2C(=O)NC(=O)[C@@H]2[C@@H]3C1
  -1	.	.	0	-2	-5	i	-5	.	16
32. COC(=O)C(NC(=O)CSc1nc(N)cc(=O)[nH]1)c1ccccc1 (stereo unspecified)
  2	-4	4	-1	-1	5	i	-2	5	44
33. NS(=O)(=O)c1ccc(N/N=C/c2ccccc2Br)cc1
  -2	-52	-1	-28	-2	0	i	-8	6	20
34. COc1ccc(C(=O)CN2CCN(CCN3C(=O)c4cccc5cccc(c45)C3=O)CC2)cc1
  0	.	.	44	-1	9	i	11	.	2
35. CC(C)(C)C(=O)Nc1ccc(C(=O)OC2CCCCC2)cc1
  1	-115	4	-53	-1	29	i	44	5	21
36. Cc1cc(C(=O)N/N=C\c2ccc(COc3ccc([N+](=O)[O-])cc3)o2)ccc1[N+](=O)[O-]
  0	-39	12	-4	1	-2	i	13	0	34
37. O=C(COC(=O)c1ccc(CNS(=O)(=O)c2ccc(F)c(Cl)c2)cc1)NC1CCCCCCC1
  1	8	4	-15	-2	3	i	-3	4	16
38. Oc1ccc(N2CCN(c3ccnc4cc(Cl)ccc34)CC2)cc1
  -1	-16	-5	-7	-2	-5	i	2	4	6
39. ClC(Cl)(Cl)c1nc2ccccc2n2nncc12
  1	31	5	29	7	162	i	208*	82*	-48
40. O=S(=O)(c1ccc(F)cc1)c1nc(-c2ccccc2F)oc1N1CCCCC1
  -13	-9	3	24	-9	2	i	-8	-2	2
41. Cc1nc(NS(=O)(=O)c2ccccc2)sc1C(C)(C)C
  -6	20	4	13	-4	-6	i	-8	-4	23
42. COc1ccc(-c2cn3c(C)c(C(=O)N4CCN(c5ccccc5F)CC4)sc3n2)cc1
  0	-12	7	3	0	0	i	-6	2	25
43. COc1ccc(C(CNC(=O)c2cc3ccccc3o2)N2CCCCC2)cc1 (stereo unspecified)
  0	5	1	17	1	1	i	-1	5	8
44. C=CSc1sc(Cl)c(N(CC)CC)c1[N+](=O)[O-]
  0	-2	7	-30	2	-4	i	-10	-9	3
45. CCN(CC)CCn1c(N)cc(=O)[nH]c1=O
  2	-14	5	-30	0	4	i	-6	3	8
46. O=C(O)C1Oc2cc3ccccc3cc2O1
  4	-13	2	5	-4	-2	i	-6	2	18
47. COCCNC(=O)c1c(N)sc2c1CCCC2
  2	-16	1	-5	1	-9	i	-5	-1	21
48. CCN(CC)CCCN(Cc1cc2cc3c(cc2[nH]c1=O)OCCO3)C(=O)Nc1ccccc1
  -8	-22	4	-55	1	-13	i	-22	8	19
49. N#CCN1CCCC(C(N)=O)C1 (stereo unspecified)
  -8	16	3	15	0	-1	i	-29	6	12
50. COc1ccc2[nH]cc(C(=O)CN3CCN(C4CCCCC4)CC3)c2c1
  2	-14	0	-3	-4	-16	i	-10	6	7
51. CN(C)c1ccc(/C=N/NC(=O)c2ccnn2C)cc1
  -9	-82	3	-110	16	5	i	30	-5	9
52. COc1ccccc1CN1C[C@@H]2C[C@@H](c3[nH]c4ccc(C)cc4c3C)N3CCC[C@@]23C1=O
  -1	-11	0	-26	7	2	i	12	4	18
53. Cc1ccc(NC(=O)c2cc([N+](=O)[O-])ccc2NCc2cccnc2)cc1Cl
  0	-34	-1	-11	.	2	i	19	2	13
54. CCOC(=O)c1ccc(-n2c(CCC(=O)O)ccc2-c2ccccc2)cc1
  4	4	-6	-10	-1	1	i	-2	-5	22
55. CC(=O)N(C)c1ccc(NC(=O)Cc2cccc3ccccc23)cc1
  -2	.	.	-2	-1	-6	i	2	.	2
56. CC1CCCN(C(=O)CSc2nnc(-c3cccnc3)n2C2CCCCC2)C1 (stereo unspecified)
  -3	-14	0	-11	.	-8	i	5	1	-5
57. CS(=O)(=O)c1ccccc1C(=O)Nc1cccc2ncccc12
  .	-1	-3	6	-2	1	i	8	-3	.
